# GPR7 antagonist – GPR7 receptor antagonists, primary screen, cell-based, fluorescence, single concentration; Neuropeptides B/W receptor type 1 (Homo sapiens), P48145; GPR7-expressing cells, fluorescence antagonist assay; inhibition, % at 4.4 µM; hit rate 1.1% among 290,000; AID 1861, 2009; in the data active = inhibition above about 16%, passing the limit was not always enough;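 note: cells stimulated with the agonist NPW; 0% = agonist with vehicle and 100% = vehicle without agonist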
# M18AAP inhibitor – PfM18AAP inhibitors, malaria aminopeptidase, primary screen, biochemical, QFRET, recombinant enzyme | M18 aspartyl aminopeptidase (Plasmodium falciparum 3D7) | H-Glu-NHMec fluorogenic cleavage | inhibition, % at 7.35 µM | hit rate 1.2% among 290,000 | AID 1822, 2009;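 active = inhibition above the campaign mean inhibition over all tested compounds plus 3 SD, cut at about 28% in these data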;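 note: 0% = plate median of test compound wells and 100% = 2 mM ZnCl2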
# MEKK2 mut-MEK5 – MEK5 binding signal on mutant MEKK2 PB1, primary screen, biochemical, multiplex bead flow cytometry, Alexa488-MEK5 | Alexa488-MEK5 binding to MEKK2 mutant | percent response, % at 10 µM | hit rate 0.35% among 290,000 | AID 1530, 2009; in the data active = percent response above about 24%, passing the limit was not always enough; note: inactives centre near 1; some results filed as inactive read as strong as hits; reference of the scale not given here
# MEKK2 WT-MEK5 – modulators of MEK5 binding to wildtype MEKK2, primary screen, biochemical, multiplex bead flow cytometry, Alexa488-MEK5; Mitogen-activated protein kinase kinase kinase 2 (Homo sapiens), Q9Y2U5; Alexa488-MEK5 binding to MEKK2 WT; actives lie on both sides; binding response (% of control), % at 10 µM; hit rate 1.1% among 290,000; AID 1531, 2009; in the data active = binding response below about 67% or above about 130%
# NALP1 inh – NALP1 inflammasome inhibitors in reconstituted yeast, colorimetric, S. cerevisiae, triplicate retest; hit rate 0.61% among 280,000; inhibition, % at 10 µM; S. cerevisiae NALP1/ASC/caspase-1 growth, X-gal OD620, 72 h; in the data active = inhibition mostly above about 24%, no sharp cut-off; inactive = mostly below about 32%; note: some compounds called inactive have numbers as strong as hits
# MEKK3 PB1 HTS – modulators of MEKK3-MEK5 PB1 binding, primary screen, biochemical, wildtype MEKK3, multiplex bead flow cytometry, Alexa488-MEK5; Mitogen-activated protein kinase kinase kinase 3 (Homo sapiens), Q99759; bead-based flow cytometry, Alexa488-MEK5 binding to MEKK3; actives lie on both sides; 0 = blocked by unlabeled MEK5, 100 = vehicle; binding response (% of control), % at 10 µM; hit rate 1.4% among 290,000;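 active = binding response more than 3 SD above or below the average of its plate-row segment, actives on both sides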;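 note: Alexa488 bead fluorescence after subtracting the streptavidin-only scavenger bead signal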
# Target sequence (Q99759 whole entry, looked up): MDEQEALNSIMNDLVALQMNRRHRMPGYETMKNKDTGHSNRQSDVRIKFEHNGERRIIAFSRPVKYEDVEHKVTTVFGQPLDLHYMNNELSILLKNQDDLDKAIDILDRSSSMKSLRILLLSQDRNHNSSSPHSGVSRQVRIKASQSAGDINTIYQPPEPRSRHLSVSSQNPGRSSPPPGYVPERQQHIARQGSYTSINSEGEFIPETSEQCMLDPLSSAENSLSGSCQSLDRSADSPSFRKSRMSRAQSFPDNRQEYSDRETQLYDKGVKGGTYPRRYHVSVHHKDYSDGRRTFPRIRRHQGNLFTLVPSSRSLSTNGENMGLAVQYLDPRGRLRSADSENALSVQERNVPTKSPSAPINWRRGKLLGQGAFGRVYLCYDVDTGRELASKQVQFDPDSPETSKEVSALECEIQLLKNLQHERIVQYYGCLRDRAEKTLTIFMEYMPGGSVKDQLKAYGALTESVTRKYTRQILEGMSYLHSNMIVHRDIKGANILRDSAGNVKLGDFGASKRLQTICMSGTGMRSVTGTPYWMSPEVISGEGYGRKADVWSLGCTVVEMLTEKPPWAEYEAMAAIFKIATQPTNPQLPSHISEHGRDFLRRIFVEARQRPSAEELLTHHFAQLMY
# PHOSPHO1 inh – PubChem AID 1565 | Phosphoethanolamine/phosphocholine phosphatase (Homo sapiens), Q8TCT1 | recombinant PHOSPHO1, absorbance phosphatase assay | inhibition, % at 13.3 µM | hit rate 1.1% among 290,000; in the data active = inhibition above about 60%
# DNA FID counter – compounds displacing fluorescent DNA intercalator, primary screen, artefact control for HCV NS3 helicase inhibitor project, biochemical, FID fluorescence. DNA fluorescent intercalator displacement. inhibition, % at 7.9 µM. hit rate 0.17% among 290,000. AID 1845, 2009; in the data active = inhibition above about 37%;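 note: 0% = vehicle and 100% = reference compound; higher means more ethidium bromide displaced from hairpin DNA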
# OXTR agonist – human OXTR agonists, primary screen, fluorescence, CHO-OTR cells, Fluo-8 calcium | hit rate 0.32% among 320,000 | Oxytocin receptor (Homo sapiens), P30559 | Fluo-8 calcium fluorescence; normalized: DMSO 0%, oxytocin 100% | AID 2435, 2010 | activation, % at 3 µM;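 active = activation above the mean of all tested compounds plus 3 SD, cutoff set per screening run, cut at about 20% in these data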;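 note: peak over basal fluorescence ratio from a 100 s FLIPR kinetic read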
# Target sequence (P30559 whole entry, looked up): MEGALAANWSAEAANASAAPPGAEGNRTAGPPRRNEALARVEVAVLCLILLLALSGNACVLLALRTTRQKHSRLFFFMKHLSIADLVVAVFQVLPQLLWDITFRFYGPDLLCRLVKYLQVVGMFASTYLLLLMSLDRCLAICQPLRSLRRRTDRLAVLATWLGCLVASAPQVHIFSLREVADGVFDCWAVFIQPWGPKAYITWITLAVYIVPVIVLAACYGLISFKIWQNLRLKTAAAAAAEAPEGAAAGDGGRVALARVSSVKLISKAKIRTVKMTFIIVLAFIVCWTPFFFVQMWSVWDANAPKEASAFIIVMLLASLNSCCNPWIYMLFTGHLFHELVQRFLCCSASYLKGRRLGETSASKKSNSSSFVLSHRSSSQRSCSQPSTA
# Numbers without * were called inactive; / = no result given; & = joins results of further samples; ! = not confirmed by another sample; [ ] = dose if it differs, or a comment. These rows are one share of the data; the hit share may differ from the screen's.
# Preview, twelve compounds:
SMILES,GPR7 antagonist,M18AAP inhibitor,MEKK2 mut-MEK5,MEKK2 WT-MEK5,NALP1 inh,MEKK3 PB1 HTS,PHOSPHO1 inh,DNA FID counter,OXTR agonist
CCOc1ccc(N2C(=O)NC(=O)/C(=C/c3cnc(SC)nc3)C2=O)cc1,-3.9,10.1,3.0,101.0,-1.6,102.0,-3.0,-19.4,0.4
Cc1ccc2c(c1)C1CN(C)CCC1N2C(=O)Cn1nnc(-c2ccccc2F)n1 (stereo not drawn),6.8,-2.4,10.0,130.0,18.4,101.0,-7.3,11.0,2.3
CC1=C(C(=O)O)N2C(=O)[C@@H](NC(=O)CCCC(=O)O)[C@H]2SC1,-18.6,35.8*,2.0,75.0,16.9,75.0,35.7,-2.8,0.7
CCC(C)NC(=O)c1c(N)n(CCCOC)c2nc3ccccc3nc12 (stereo not drawn),-2.9,3.2,-5.0,96.0,-8.0,96.0,0.6,-18.5,5.2
CCC(=NCCCO)c1c(O)n(-c2ccc(OC)cc2)c(=O)[nH]c1=O,-8.4,6.4,8.0,100.0,-0.7,101.0,-6.1,-5.5,0.3
Cc1ccc(CN2CCCC(C(=O)c3ccc4c(c3)OCO4)C2)cc1C (stereo not drawn),-6.8,-15.3,-36.0,63.0,-15.6,49.0*[inhibitor],15.7,6.5,0.0
COc1cc2ccc(=O)oc2c2ccoc12,-10.5,1.3,4.0,96.0,7.9,98.0,-6.3,1.2,0.5
CC(Cc1ccccc1)NC(=O)CN1CCCC1=O (stereo not drawn),-4.0,-3.4,-5.0,90.0,4.1,85.0,-7.4,3.0,0.3
N=Cc1c(O)n(-c2ccc(C34CC5CC(CC(C5)C3)C4)cc2)c(=O)[nH]c1=O,-13.4,-2.7,-3.0,97.0,25.8,97.0,-13.0,-19.6,0.6
CCCCOC(=O)C1=C(N)OC2=C(C(=O)CCC2)[C@]12C(=O)Nc1ccccc12,-1.9,-9.4,0.0,103.0,10.1,98.0,20.0,-15.6,-0.2
CC(=O)OC[C@]12CCC(C)=C[C@H]1O[C@@H]1[C@H](O)[C@@H](OC(C)=O)[C@@]2(C)[C@]12CO2,/,/,3.0,109.0,-7.1,108.0,22.1,/,-1.1
Cc1nc2ncnn2c(C)c1CCC(=O)N1CCC2(CC1)OCCO2,-2.8,0.1,2.0,104.0,6.1,100.0,25.3,3.3,-0.1

# This part in full, previewed entries included:
SMILES,GPR7 antagonist,M18AAP inhibitor,MEKK2 mut-MEK5,MEKK2 WT-MEK5,NALP1 inh,MEKK3 PB1 HTS,PHOSPHO1 inh,DNA FID counter,OXTR agonist
CCOc1ccc(N2C(=O)NC(=O)/C(=C/c3cnc(SC)nc3)C2=O)cc1,-3.9,10.1,3.0,101.0,-1.6,102.0,-3.0,-19.4,0.4
Cc1ccc2c(c1)C1CN(C)CCC1N2C(=O)Cn1nnc(-c2ccccc2F)n1 (stereo not drawn),6.8,-2.4,10.0,130.0,18.4,101.0,-7.3,11.0,2.3
CC1=C(C(=O)O)N2C(=O)[C@@H](NC(=O)CCCC(=O)O)[C@H]2SC1,-18.6,35.8*,2.0,75.0,16.9,75.0,35.7,-2.8,0.7
CCC(C)NC(=O)c1c(N)n(CCCOC)c2nc3ccccc3nc12 (stereo not drawn),-2.9,3.2,-5.0,96.0,-8.0,96.0,0.6,-18.5,5.2
CCC(=NCCCO)c1c(O)n(-c2ccc(OC)cc2)c(=O)[nH]c1=O,-8.4,6.4,8.0,100.0,-0.7,101.0,-6.1,-5.5,0.3
Cc1ccc(CN2CCCC(C(=O)c3ccc4c(c3)OCO4)C2)cc1C (stereo not drawn),-6.8,-15.3,-36.0,63.0,-15.6,49.0*[inhibitor],15.7,6.5,0.0
COc1cc2ccc(=O)oc2c2ccoc12,-10.5,1.3,4.0,96.0,7.9,98.0,-6.3,1.2,0.5
CC(Cc1ccccc1)NC(=O)CN1CCCC1=O (stereo not drawn),-4.0,-3.4,-5.0,90.0,4.1,85.0,-7.4,3.0,0.3
N=Cc1c(O)n(-c2ccc(C34CC5CC(CC(C5)C3)C4)cc2)c(=O)[nH]c1=O,-13.4,-2.7,-3.0,97.0,25.8,97.0,-13.0,-19.6,0.6
CCCCOC(=O)C1=C(N)OC2=C(C(=O)CCC2)[C@]12C(=O)Nc1ccccc12,-1.9,-9.4,0.0,103.0,10.1,98.0,20.0,-15.6,-0.2
CC(=O)OC[C@]12CCC(C)=C[C@H]1O[C@@H]1[C@H](O)[C@@H](OC(C)=O)[C@@]2(C)[C@]12CO2,/,/,3.0,109.0,-7.1,108.0,22.1,/,-1.1
Cc1nc2ncnn2c(C)c1CCC(=O)N1CCC2(CC1)OCCO2,-2.8,0.1,2.0,104.0,6.1,100.0,25.3,3.3,-0.1
O=C1CCCC2=C1C(c1cccnc1)Nc1ccccc1N2 (stereo not drawn),-9.7,-6.8,1.0,112.0,3.2,93.0,18.2,1.2,0.0
CC(=O)OC1(c2ccccc2)CCN(C)C2CCCCC21 (stereo not drawn),-10.5,1.5,1.0,99.0,20.2,99.0,-13.2,-3.5,-0.6
O=C(C1CCC(=O)N1Cc1ccccc1Cl)N1CCC2(CC1)OCCO2 (stereo not drawn),-0.1,-5.7,4.0,100.0,-0.7,97.0,3.0,-3.7,-0.8
COC(=O)C1=C(c2cc3ccccc3s2)C[C@@H]2CC[C@H]1N2C(=O)NC(C)C,/,/,3.0,111.0,/,108.0,/,/,-0.4
COC(=O)C1=C(c2cccc(OC)c2OC)C[C@@H]2CC[C@H]1N2C(=O)N1CCC(O)CC1,/,/,1.0,100.0,/,104.0,/,/,0.8
CN1CCCN(C(=O)COc2ccc(F)cc2F)CC1,-13.2,-5.3,5.0,107.0,22.6,102.0,-47.4,-0.5,1.2
CCC(=NCc1ccc2c(c1)OCO2)c1c(O)n(C2CCCCC2)c(=O)[nH]c1=O,3.6,1.9,-6.0,88.0,32.2,97.0,21.1,-10.4,5.5
O=C(CNS(=O)(=O)c1cccs1)N1CCC2(CC1)OCCO2,-10.9,-1.8,12.0,106.0,-2.7,106.0,25.4,-0.6,0.5
O=C(C[N+]12CCC(CC1)C(O)C2)c1ccc(Br)cc1 (stereo not drawn),-13.1,-1.8,6.0,107.0,26.9,104.0,43.7,-0.1,/
COc1ccc(OC)c(N2C(=O)CC(=O)NC2=O)c1,3.0,4.2,1.0,104.0,15.1,103.0,18.5,-13.1,0.1
CN1CC(C(=O)c2ccc(F)cc2)C(c2c(F)cccc2Cl)C1 (stereo not drawn),8.7,-5.6,-15.0,86.0,20.9,85.0,-4.9,6.7,-0.9
Fc1ccccc1CCNCc1ccccc1,-5.0,-5.8,4.0,105.0,14.1,103.0,-2.7,0.6,-0.4
Cc1cc2c(C(C)C)c(O)c(O)c(C=O)c2c(O)c1-c1c(C)cc2c(C(C)C)c(O)c(O)c(C=O)c2c1O,-14.3&8.3,31.8*,-5.0&-8.0,58.0*[inhibitor],-1.7,42.0*![inhibitor],3.5,31.4&34.0,/
Cc1[nH]c2ccccc2c1CCNCc1ccco1,-1.1,2.1,12.0,112.0,7.0,102.0,26.3,1.7,3.0
Cc1ccsc1C(=O)C1CCCN(Cc2cnn(C)c2)C1 (stereo not drawn),-16.6,-2.2,9.0,104.0,7.8,107.0,15.2,-1.7,0.6
COCCCN1CCN(c2nnc3n2-c2sc(Br)cc2C(c2ccccc2Cl)=NC3)CC1,-10.6,-3.2,/,/,-8.8,/,24.4,-27.3,0.3
COC(=O)C(O)(c1ccc(NC(=O)Oc2ccccc2)cc1)C(F)(F)F (stereo not drawn),1.2,-3.1,3.0,102.0,24.6,121.0,19.6,2.1,-0.4
CCN1C(=O)c2ccccc2Sc2ccc(C(=O)N3CCC4(CC3)OCCO4)cc21,-7.3,3.9,/,/,-5.7,/,15.9,-31.5,0.3
Cc1nn(Cc2ccccc2Cl)c(Cl)c1C(=O)OCC(=O)NCc1ccco1,13.0,0.7,-5.0,97.0,/,97.0,54.0,-11.1,-0.3
O=C1/C(=C/c2ccc([N+](=O)[O-])cc2)N2CCC1CC2,11.1,2.8,-3.0,90.0,41.5,91.0,5.7,6.7,1.4
CCOP(=O)(OCC)C(NC(=O)c1ccccc1Cl)=C(Cl)Cl,-0.8,6.8,-2.0,101.0,2.9,96.0,4.8,-3.3,-0.5
O=C1CN=C(c2cccc(Br)c2)c2cc(Br)ccc2N1,-6.8,-6.0,7.0,101.0,2.6,104.0,28.0,-21.9,-1.7
O=C(NC(c1ccc(Cl)cc1)P(=O)(Oc1ccccc1)Oc1ccccc1)OCc1ccccc1 (stereo not drawn),7.2,-9.7,4.0,102.0,-4.7,117.0,5.7,-2.5,-0.2
CC(=O)NN1C(=O)c2ccccc2NC1c1cccnc1 (stereo not drawn),0.5,-10.6,-2.0,102.0,3.9,102.0,-5.3,0.0,-0.1
Cc1ccc(C2NC(=S)NC(c3ccc(C)cc3)C23C(=O)NC(=O)NC3=O)cc1 (stereo not drawn),1.1,1.0,3.0,103.0,-3.7,100.0,23.3,-2.7,0.0
O=[N+]([O-])c1ccc(N2CCCC2)c2ncccc12,-3.7,-8.3,-2.0,100.0,1.1,99.0,-0.4,5.8,-2.3
O=C(c1n[nH]c(=O)c2ccccc12)N1CCC2(CC1)OCCO2,-16.6,-2.6,3.0,102.0,-1.3,102.0,-24.8,-5.0,-0.2
N/C(=N/[N+](=O)[O-])N1CCN(C(=O)c2ccc(Cl)cc2)CC1,-6.2,3.8,-3.0,98.0,2.8,99.0,43.7,3.6,0.6
O=C(COc1ccccc1Cl)N1CCCC(N2CCN(c3ccc(F)cc3)CC2)C1 (stereo not drawn),2.9,-3.6,0.0,101.0,10.2,102.0,38.5,-16.3,3.9
Cc1cccc(C(=O)NC(Oc2ccccc2)C(Cl)(Cl)Cl)c1 (stereo not drawn),-9.9,-0.4,5.0,106.0,14.2,103.0,32.5,-3.3,-2.4
CCOC(=O)CCCCCNC(=O)c1c(O)[nH]c(=O)[nH]c1=O,/,/,9.0,109.0,/,105.0,/,/,0.1
COc1ccc(OC)c(NC2=NCCCS2)c1,-15.9,0.2,-3.0,98.0,-34.1,100.0,17.0,1.3,0.8
COP(=O)(OC)C(Nc1ccccc1)c1ccccc1 (stereo not drawn),-8.5,8.3,13.0,109.0,9.9,104.0,23.9,-11.2,1.5
CN1CCN(c2cc([N+](=O)[O-])ccc2Cl)CC1,-4.7,2.6,-4.0,98.0,19.4,104.0,-11.1,3.0,0.2
Cc1nc(Cl)sc1C(=O)Nc1ccc2ccccc2c1,8.9,2.5,0.0,97.0,30.1,86.0,10.8,-9.9,-2.4
O=[N+]([O-])c1ccc(NCCCN2CCOCC2)nc1,-12.8,-2.5,1.0,107.0,16.1,106.0,14.1,-3.3,1.3
CN(C)Cc1ccccc1OC(=O)N(C)C,-1.6,-3.4,4.0,104.0,-4.4,102.0,-3.2,0.9,0.4

# Screening results: PubChem, several laboratories
